LmPK inh – qHTS Assay for Inhibitors of Leishmania Mexicana Pyruvate Kinase (LmPK); actives 0.37% (n = 290,000); purified LmPK, Kinase-Glo ATP luminescence, 1 h; Q27686; Potency, µM (doses to about 57.5 µM), for inactives: at the top dose activity change, negative = inhibition, most hits filed as inhibitors; note: potency is the fitted concentration of half-maximal effect
Target sequence (Q27686 whole entry, looked up): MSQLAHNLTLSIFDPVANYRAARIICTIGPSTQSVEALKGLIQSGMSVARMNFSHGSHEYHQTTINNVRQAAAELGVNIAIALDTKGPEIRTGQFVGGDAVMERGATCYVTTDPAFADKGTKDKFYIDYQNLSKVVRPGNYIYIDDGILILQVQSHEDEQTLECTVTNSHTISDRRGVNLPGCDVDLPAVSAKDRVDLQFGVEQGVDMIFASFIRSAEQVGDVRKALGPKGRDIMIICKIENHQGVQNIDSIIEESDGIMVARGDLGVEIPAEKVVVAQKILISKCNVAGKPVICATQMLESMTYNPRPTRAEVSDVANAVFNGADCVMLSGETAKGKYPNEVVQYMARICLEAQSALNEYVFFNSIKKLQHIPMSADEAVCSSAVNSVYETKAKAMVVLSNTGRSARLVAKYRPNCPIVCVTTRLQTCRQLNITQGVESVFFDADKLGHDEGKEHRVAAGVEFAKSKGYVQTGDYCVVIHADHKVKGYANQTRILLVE
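In 50 mM imidazole pH 7.2 with 7 mM MgCl2, LmPK (0.1 nM) turned over PEP (0.5 mM) and ADP (0.1 mM) for 1 h at room temperature. Luciferase read-out of ATP.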
Tb PYK inh – qHTS of Trypanosoma Brucei Inhibitors; actives 0.12% (n = 410,000); Potency, µM (highest dose often 76.8 µM), inactives show at the top dose activity, negative = inhibition, hits mostly inhibitors; AID 624173, 2012; TbPYK enzyme, Kinase-Glo Plus ATP luminescence, 45 min; pyruvate kinase (Trypanosoma brucei), Q57TT1; note: potency is the fitted concentration of half-maximal effect; nearly all actives have a fitted effect of over 50% in size
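TbPYK + substrate in 50 mM TEA pH 7.2, 100 mM KCl, 10 mM MgCl2, 0.05% BSA, 0.01% Tween-20; cpd pinned; ADP 130 uM final; 45 min RT; Kinase-Glo Plus 10 min; luminescence endpoint.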
Sm TGR block – qHTS Assay for the Inhibitors of Schistosoma Mansoni Peroxiredoxins; Potency, µM (top dose mostly 114 µM), without a hit: at the highest dose activity change, negative = inhibition, actives largely listed as inhibitors; purified TGR, DTNB reduction, TNB absorbance 405 nm; AID 485364, 2010; actives 3% (n = 360,000); Schistosoma mansoni thioredoxin glutathione reductase (TGR), Q962Y6; note: potency is the fitted concentration of half-maximal effect; nearly all actives have a fitted effect of over 60% in size
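Kinetic colorimetric format: TGR-catalysed, NADPH-driven DTNB reduction monitored via TNB absorbance. Enzyme dispensed at 20 nM; compound exposure 15 min at room temperature before reaction start.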
AmpC inh detg – qHTS Inhibitors of AmpC Beta-Lactamase (assay with detergent). Potency, µM (highest dose often 114 µM), without a hit: top-dose activity change, negative = inhibition, hits mostly inhibitors. AmpC hydrolysis of nitrocefin, absorbance 480 nm, 0.01% Triton. actives 0.041% (n = 370,000);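 note: potency is the fitted concentration of half-maximal effect; 0% = no-compound wells and -100% = no-enzyme wells; nearly all actives have a fitted effect of over 25% in size; some results filed as inactive show a strong effect at the top dose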
Target sequence (P00811 whole entry, looked up): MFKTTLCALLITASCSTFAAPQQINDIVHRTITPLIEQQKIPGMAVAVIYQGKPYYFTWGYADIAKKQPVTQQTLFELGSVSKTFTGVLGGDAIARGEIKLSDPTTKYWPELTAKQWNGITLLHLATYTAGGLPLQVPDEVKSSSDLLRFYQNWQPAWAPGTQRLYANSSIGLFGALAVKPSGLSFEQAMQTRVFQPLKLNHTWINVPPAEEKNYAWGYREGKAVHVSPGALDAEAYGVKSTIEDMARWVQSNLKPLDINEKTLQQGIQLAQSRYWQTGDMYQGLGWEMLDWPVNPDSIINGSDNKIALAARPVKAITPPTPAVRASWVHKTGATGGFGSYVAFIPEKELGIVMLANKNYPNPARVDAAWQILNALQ
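20 mM phosphate pH 7.0 + 0.01% (detergent screen) or 0.0001% Triton X-100; 5.3 nM AmpC reagent; cpd preinc 15 min RT; nitrocefin (800 uM stock) to start; A480 q20 s × 4 min; Activity was normalised to no-enzyme and no-compound control wells.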
HCMV inh – qHTS Assay for inhibitors of the human cytomegalovirus (HCMV); HFF cells, HCMV-luciferase reporter, 72 h; hits give low values; AID 1259415, 2018; actives 4.5% (n = 410,000); activity change, negative = inhibition, % at 57.5 µM; in the data active = activity change below about -60%; inconclusive = no clear call, values can overlap the other calls; inactive = above about -39%
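Inhibition of viral replication was scored as loss of reporter luminescence in HFFs infected with HCMV-luciferase (MOI 1 PFU/cell) for 72 h; compounds tested at 2 doses, normalized to buffer and Salinomycin controls.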
AmpC inh no detg – qHTS Inhibitors of AmpC Beta-Lactamase (assay without detergent); AmpC nitrocefin hydrolysis, absorbance 480 nm, 0.0001% Triton; Potency, µM (doses to about 57.1 µM), without a hit: at the top dose activity change, negative = inhibition, usual class: inhibitors; actives 0.52% (n = 330,000);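 note: potency is the fitted concentration of half-maximal effect; plate controls were no compound for no effect and no enzyme for full effect; nearly all actives have a fitted effect of over 20% in size; some results filed as inactive show a strong effect at the top dose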
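20 mM phosphate pH 7.0 + 0.01% (detergent screen) or 0.0001% Triton X-100; 5.3 nM AmpC reagent; cpd preinc 15 min RT; nitrocefin (800 uM stock) to start; A480 q20 s × 4 min; Activity was normalised to no-enzyme and no-compound control wells.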
AMA1 RON2 block – qHTS for Inhibitors of AMA1-RON; Towards Development of Antimalarial Drug Lead: Primary Screen | AlphaScreen AMA1-biotinylated RON2 peptide binding | Potency, µM (doses to about 58.2 µM), inactives show top-dose activity change, negative = inhibition, most hits filed as inhibitors | actives 0.2% (n = 360,000);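 note: potency is the fitted concentration of half-maximal effect; 0% = vehicle wells and -100% = peptide control; nearly all actives have a fitted effect of over 45% in size; some results filed as inactive show a strong effect at the top dose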
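AMA1 (3D7) with his tag at 25 nM final met compounds first, then biotinylated RON2 peptide at 25 nM; detection used donor plus acceptor beads, 10 µg/mL apiece, read by AlphaScreen after 30 min at room temperature.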
An asterisk follows results filed as active; ? = inconclusive; · = not tested or not shown; & = joins results of further samples; [ ] = another dose, or the depositor's remark. Unless noted, calls come from the whole dose curve; as a rule, active = well fitted curve in the direction sought with a large enough effect; inconclusive = small, poorly fitted or top-dose-only effect, or another doubt; inactive = no such curve, though single readings can be large; an effect the other way counts as inactive or inconclusive. Unless noted, % is set by controls: 0 for no effect and ±100 for the full control effect.

Key to letters: A = LmPK inh; B = Tb PYK inh; C = Sm TGR block; D = AmpC inh detg; E = HCMV inh; F = AmpC inh no detg; G = AMA1 RON2 block
O=C(Nc1nnc(-c2cccs2)o1)c1ccc(S(=O)(=O)N2CCOCC2)cc1
  A = 8%; B = -3%; C = 8%; D = -1%; E = -84*; F = -34%; G = 86%[activator]

Nc1ncnc2c1ncn2[C@@H]1O[C@H](CO)[C@@H](O)[C@H]1O
  A = -2%; B = -5%&-6%; C = 1%; D = -4%; E = 52; F = -1%; G = -4%

CC(=O)C1C(c2ccc(Cl)cc2)c2c(n[nH]c2C)CC1(C)O (stereo unspecified)
  A = 1%; B = 4%; C = 1%; D = 7%; E = -22; F = 10%; G = 2%

O=C(CCCC(=O)NC1CCCCC1)Nc1ccc([N+](=O)[O-])cc1
  A = -1%; B = 1%; C = -21%; D = ?; E = -1; F = -5%; G = 1%

O=C(Nc1nc(-c2ccccc2)cs1)C1CCCCN1S(=O)(=O)c1ccccc1 (stereo unspecified)
  A = 0%; B = -6%; C = -13%; D = 3%; E = ?; F = -38%; G = 1%

COc1ccccc1NC(=O)CCc1nnc2ccc(N3CCCCC3)nn12
  A = 0%; B = -2%; C = 4%; D = 0%; E = -2; F = 86%[activator]; G = 14%

Cc1ccc(-n2[nH]c(C)c(/C=N/c3cccc(C)n3)c2=O)cc1
  A = -23%; B = -3%; C = 9%; D = 0%; E = ?; F = -14%; G = -12%

CCCN(CC(=O)Nc1ccccc1C)C(=O)CCCOc1ccc(Br)cc1
  A = ·; B = 3%; C = -14%; D = 3%; E = 0; F = 83%[activator]; G = 95%[activator]

Cc1c(C(=O)OCC(=O)NCC2CCCO2)cccc1[N+](=O)[O-] (stereo unspecified)
  A = -1%; B = 1%; C = 2%; D = -5%; E = -24; F = -10%; G = 4%

Cc1ccccc1-n1c(SCc2c(C)noc2C)nnc1-c1cccnc1
  A = 6%; B = -11%; C = -25%; D = 3%; E = 13; F = 83%[activator]; G = -1%

COc1ccc(CCNC(=O)C2CCN(Cc3nc(-c4ccc(Cl)cc4)oc3C)CC2)cc1OC
  A = ·; B = -9%; C = ·; D = ·; E = -26; F = ·; G = -11%

CCCN1C(=O)C(O)(CC(=O)c2ccc(OC)c(OC)c2)c2ccccc21 (stereo unspecified)
  A = ·; B = -1%; C = 29%; D = 3%; E = ?; F = ·; G = ·

Cc1nn(C(=O)CCC(=O)NCCc2ccccc2)c2ccccc12
  A = -2%; B = -10%; C = 6%; D = -1%; E = 1; F = -13%; G = -10%

CC(Nc1cc(C)cc(C)c1)=[N+](C)CCNS(=O)(=O)c1ccc(Cl)cc1
  A = 0%; B = -14%; C = -1%; D = 5%; E = 12; F = -6%; G = -12%

CCOC(=O)COc1c(Br)cc(/C=C2\SC(=O)N(CC(=O)N3CCCC3)C2=O)cc1OC
  A = -2%; B = 4%; C = 2%; D = 2%; E = -35; F = -4%; G = 2%

N#CC1=C2SCN(Cc3ccco3)CN2C(=O)CC1c1cccc2ccccc12 (stereo unspecified)
  A = -7%; B = ?; C = -33%; D = -7%; E = -6; F = -42%; G = 15%

COc1ccc(Cl)cc1NC(=S)NCCc1ccc(S(N)(=O)=O)cc1
  A = 4%; B = -17%; C = 2.8µM*; D = 9%; E = -33; F = -17%; G = -1%

Cc1ccc(/C(O)=C2\C(=O)C(=O)N(c3cc(C)on3)C2c2cccc(Cl)c2)cc1 (stereo unspecified)
  A = 0%; B = 5%; C = 0%; D = -6%; E = -17; F = -11%; G = 1%

O=C(CSc1ncc2c(n1)-c1ccccc1N(Cc1ccc(F)cc1)S2(=O)=O)NCc1ccccc1
  A = ·; B = 2%; C = 8%; D = -1%; E = 8; F = ·; G = ·

CC1(C(=O)NS(=O)(=O)Cc2cccc(Cl)c2)CCN1C(=O)C/C=C/c1ccccc1 (stereo unspecified)
  A = ·; B = -8%; C = ·; D = ·; E = -7; F = ·; G = -2%

COc1ccc(CNc2cc(-c3ccc(OC)cc3)nc3nncn23)cc1
  A = ·; B = -5%; C = -32%; D = -3%; E = -31; F = ·; G = ·

COc1c(S(=O)(=O)N2CCN(C(=O)c3ccco3)CC2)ccc(Cl)c1Cl
  A = 7%; B = 1%; C = -14%; D = 0%; E = -12; F = 36%; G = -20%

Oc1cccc(C2c3[nH]c4ccccc4c3CCN2Cc2ccc3c(c2)CCO3)c1 (stereo unspecified)
  A = -8%; B = 0%; C = -2%[57.1 µM]; D = -2%; E = -21; F = -48%; G = ?

CCN(CC(=O)NCC1CCCO1)S(=O)(=O)c1ccc2ccccc2c1 (stereo unspecified)
  A = -3%; B = -14%; C = 4%; D = ?; E = 34; F = 98%[activator]; G = 2%

NCCCCCc1cn([C@@H](CO)C(=O)NCCCCCCCCCCC(=O)N2CCNCC2)nn1
  A = ·; B = 0%; C = -7%; D = -7%; E = -4; F = 31%; G = 7%

(list continues)
Results follow in this order: LmPK inh, Tb PYK inh, Sm TGR block, AmpC inh detg, HCMV inh, AmpC inh no detg, AMA1 RON2 block
> COc1cc(NC(=O)CSc2nnnn2-c2ccccc2)cc(OC)c1OC
    7%, -9%, 0%, -9%, -11, ·, 3%
> COc1cc(/C(C)=N/NC(=O)c2ccc(CSc3nncn3C)cc2)cc(OC)c1OC
    0%, 7%, -5%, 0%, 22, 1%, 17%
> CCOc1ccc(S(=O)(=O)c2cn(Cc3ccccc3)c3ccc(OCC)cc3c2=O)cc1
    ·, 6%, 2%, 0%, -13, ·, ·
> O=c1c2ccccc2n2c(-c3cccc(Cl)c3)nnc2n1Cc1ccccc1
    1%, -4%, -7%, 3%, -5, -16%, -15%[2.32 µM]
> O=C(NCC1CCCO1)c1cc2ccccc2cc1O (stereo unspecified)
    ·, 3%, -18%, -6%, 36, -16%, 13%
> O=C(O)c1ccc(OC2CSC2)cc1
    -14%, -4%, 0%, 2%, -5, -12%, 5%
> Oc1cc2c(cc1C(c1ccc(Cl)c(Cl)c1)N1CCCC1)OCO2 (stereo unspecified)
    4%, ?, 0.5µM*, 0%, -97*, -43%, -23%
> Cc1ccc2c(c1)N(CC(=O)O)C(=O)CO2
    -4%, 6%, 6%, -16%, -10, -12%, 0%
> CC(/C=C/c1ccccc1)=N\Nc1nc2c(c(=O)[nH]c(=O)n2C)n1CCO
    0%, 0%, 14µM*, 10%, ·, -1%, 56%[activator]
> CCCCNC(=O)NCC(=O)Nc1ccc(F)c(F)c1
    -4%, 1%, -1%, ?, -25, -20%, 0%
> CCn1c(=O)c(=O)[nH]c2cc(C(=O)NC3CC3)ccc21
    2%, -11%, -9%, -5%, -3, -16%, -1%
> Cc1cc(C)c2c(=O)[nH]c(SCC(=O)N(C)C)nc2n1
    -2%, 1%, -17%, -5%, 29, -18%, 0%
> Cc1[nH]c(C)c(S(=O)(=O)N2c3ccccc3CC2C)c1C(=O)N1CCCCC1 (stereo unspecified)
    0%, 2%, -3%, 2%, 0, 62%[activator], -5%
> CNC(=S)NNC(=O)Cc1ccc(OC)cc1
    -1%, 0%, -9%, 1%, 2, -10%, 46%[activator]
> Cn1ncc([N+](=O)[O-])c1C(=O)Nc1ccn(Cc2ccccc2F)n1
    0%, 8%, 10%, -1%, -62*, -22%, 11%

(next part)
Results follow in this order: LmPK inh, Tb PYK inh, Sm TGR block, AmpC inh detg, HCMV inh, AmpC inh no detg, AMA1 RON2 block
> C[C@@H]1CNC(=O)c2c(C(=O)NC3CCN(C(=O)OC(C)(C)C)CC3)ncn21
    ·, 2%, ·, ·, -14, ·, 59%[activator]
> CCn1c(SCC(=O)c2ccc(Cl)cc2)nnc1-c1ccoc1C
    0%, -21%, 25µM*, -14%, 14, -8%, -7%
> COc1cc(C(=O)NCCc2cn3ccccc3n2)cc(OC)c1OC
    -9%, -7%, 0%, ?, 4, 2%, 8%
> CC(=O)NC1C(=O)N=C(SCC(=O)Nc2c(C)cccc2C)NC1=O (stereo unspecified)
    4%, 4%, -20%, ?, -14, -2%[11.4 µM], 4%
> C=CCOC(=O)C1=C(C)OC(N)=C(C#N)C12C(=O)N(CN1CCOCC1)c1ccccc12 (stereo unspecified)
    -3%, -1%, -55%, -17%, 27, -4%, 39%[activator]
> CC(=O)c1ccc(S(=O)(=O)NCc2ccc(C(=O)N(C)CC(=O)Nc3cccc(F)c3)cc2)cc1
    -2%, 4%, -31%, -7%, -9, 0%, -15%

Molecules from the list above with an aryl thioether with sulfur outside any ring:
Results follow in this order: LmPK inh, Tb PYK inh, Sm TGR block, AmpC inh detg, HCMV inh, AmpC inh no detg, AMA1 RON2 block
> Cc1ccccc1-n1c(SCc2c(C)noc2C)nnc1-c1cccnc1
    6%, -11%, -25%, 3%, 13, 83%[activator], -1%
> O=C(CSc1ncc2c(n1)-c1ccccc1N(Cc1ccc(F)cc1)S2(=O)=O)NCc1ccccc1
    ·, 2%, 8%, -1%, 8, ·, ·
> COc1cc(NC(=O)CSc2nnnn2-c2ccccc2)cc(OC)c1OC
    7%, -9%, 0%, -9%, -11, ·, 3%
> COc1cc(/C(C)=N/NC(=O)c2ccc(CSc3nncn3C)cc2)cc(OC)c1OC
    0%, 7%, -5%, 0%, 22, 1%, 17%
> Cc1cc(C)c2c(=O)[nH]c(SCC(=O)N(C)C)nc2n1
    -2%, 1%, -17%, -5%, 29, -18%, 0%
> CCn1c(SCC(=O)c2ccc(Cl)cc2)nnc1-c1ccoc1C
    0%, -21%, 25µM*, -14%, 14, -8%, -7%
